# All columns: NCI-60 one-dose screen, growth in % after 48 h at 10 µM unless noted; 100 = growth as untreated, 0 = no growth, -100 = all killed.
# NCI-H23: NCI-H23 lung cancer; hit rate 4% among 80,000; AID 1794731
# SK-OV-3: SK-OV-3 ovarian cancer cells | hit rate 3.2% among 80,000
# SN12C: SN12C renal cancer cells. hit rate 3.8% among 81,000
# IGROV1: IGROV1 ovarian cancer; hit rate 4.7% among 79,000
# OVCAR-4: OVCAR-4 ovarian cancer cells | hit rate 3.7% among 80,000
# NCI-H226: NCI-H226 lung cancer; hit rate 3.5% among 79,000; AID 1794732
# OVCAR-3: OVCAR-3 ovarian cancer. hit rate 7% among 79,000
# OVCAR-5: OVCAR-5 ovarian cancer; hit rate 2.9% among 82,000; AID 1794783
# NCI/ADR-RES: NCI/ADR-RES ovarian cells; hit rate 4.4% among 81,000; AID 1794790
# Starred values were filed as active, the others as inactive; . = no result given; & = joins results of further samples. Rule for the calls: active = growth percent below 10; inactive = the rest. A portion of the library; rates above refer to the full screens.
SMILES,NCI-H23,SK-OV-3,SN12C,IGROV1,OVCAR-4,NCI-H226,OVCAR-3,OVCAR-5,NCI/ADR-RES
Nc1nc(N)nc(N)n1,99.4,94.8,96.9,115.6,105.1,100.5,107.5,98.8,99.6
COc1ccc(O)c2c(=O)c3c(OC)cc4c(c3oc12)[C@@H]1C=CO[C@@H]1O4,6.7*,35.6,73.1,16.3,40.8,36.8,52.0,55.2,41.6
C[C@]12CC[C@H]3[C@@H](C[C@@H]4N=C(c5ccc(O)cc5)S[C@@]45C[C@H](O)CC[C@]35C)[C@@H]1CC[C@@H]2O,74.7,38.6,96.7,80.7,81.8,109.9,38.6,106.4,76.8
CC(=O)c1ccc(Cl)cc1,101.3,115.9,103.2,.,106.5,105.5,103.4,102.7,111.2
O=C(O)c1cc(S(=O)(=O)F)c2ccccc2c1O,108.2,95.5,94.6,98.8,102.8,100.0,108.0,98.6,109.6
CC(C)OC(=O)[C@H](C)NP(=O)(Oc1ccccc1)C1CCCN(O)C1=O (some centres undefined),89.6,122.0,99.2,90.6,106.7,70.9,99.4,91.7,98.4
COc1ccc(/C=C\c2cc(OC)c(OC)c(OC)c2)cc1N/C=C\C(=O)c1c[nH]c2ccccc12,26.6,12.9,26.1,21.8,.,-0.6*,-9.5*,18.8,0.6*
Oc1ccccc1-c1ccccc1O,114.2,108.4,103.4,99.5,.,99.3,113.3,111.6,113.8
CC(=O)[O][Hg][c]1nc2c(c(=O)n(C)c(=O)n2C)n1C,105.8,115.5,104.4,81.0,95.1,107.7,110.1,116.7,113.5
O=S(=O)(c1ccc(O)cc1)c1ccc(O)cc1,98.8,108.3,101.2,72.3,.,104.8,.,101.9,107.5
CC(=O)OC1CCC2(C)C(=CC(=O)C3C2CCC2(C)C(OC(C)=O)CCC32)C1 (centres undefined),105.6,108.9,102.1,105.5,112.1,101.9,113.3,121.9,102.0
O=C=Nc1ccc(Br)cc1,100.9,99.1,111.3,112.1,98.5,98.8,105.2,108.6,107.2
O=C(O)COc1ccc(Cl)cc1,86.7,97.1,115.9,115.2,102.7,99.7,108.4,108.0,96.3
CN(C)CC(=O)c1ccc(O)c(O)c1,47.2,104.7,108.0,.,112.1,92.5,123.2,90.6,27.9
O=C(O)C1C(C(=O)O)C2(Cl)C(Cl)=C(Cl)C1(Cl)C2(Cl)Cl.[Hg] (centres undefined),90.7,119.7,87.4,74.8,108.4,105.5,39.8,106.3,102.0
C[C@H]1C[C@@H]2[C@H](CC[C@]3(C)[C@@H](O)CC[C@@H]23)[C@@]2(C)CC[C@H](O)C[C@H]12,98.2,110.7,97.5,91.0,98.8,104.4,104.9,116.4,94.0
Cc1nnc([S-])s1.[Au+].c1ccc([PH+](c2ccccc2)c2ccccc2)cc1,12.2,.,6.7*,-25.4*,36.2,.,-96.3*,63.6,63.4
C[C@]12CCc3nc(-c4cccc(Oc5ccc(C(F)(F)F)cn5)c4)sc3C1=CC[C@@H]1[C@@H]2CC[C@]2(C)C(=O)CC[C@@H]12,98.1,101.4,97.5,92.6,98.1,83.1,103.5,102.3,102.0
CC1CCC(OC(C[N+](=O)[O-])C(Cl)(Cl)Cl)CC1 (centres undefined),101.3,105.4,104.0,112.0,100.2,101.8,104.3,102.6,103.5
O=C(COc1ccc(OCC(=O)N2CC2)cc1)N1CC1,100.8,106.3,100.9,95.1,113.9,102.5,112.1,106.1,99.6
O=C(O)CC(O)C(Cl)(Cl)Cl (centres undefined),.,111.8,103.7,108.2,120.6,103.6,107.3,99.1,112.8
CCN(CC)CCOC(=O)C(OC)(c1ccccc1)c1ccccc1,104.6,97.3,100.0,95.4,112.9,108.9,108.9,95.7,108.6
C/C=C/CC1(CC)C(=O)NC(=S)NC1=O,106.6,104.6,106.5,95.6,108.3,93.5,105.2,103.4,113.6
Cc1ccc2[nH]c(=S)n(-c3ccc(F)cc3)c(=O)c2c1,98.7,122.2,92.2,106.2,103.9,97.6,113.5,105.8,102.8
CCC(C)N=C=S (centres undefined),99.2,102.3,97.4,103.0,101.1,100.3,108.3,111.2,102.0
COC(=O)C(c1ccccc1)C1CCCCN1 (centres undefined),93.4,104.0,88.9,96.3,94.2,105.1,114.3,117.2,100.7
CCCC(Cc1ccccc1)N1CCCC1 (centres undefined),101.7,120.3,104.0,.,114.0,107.0,105.4,102.2,116.3
CC(C)CCC1C(=O)NC(=O)NC1=O,99.4,88.2,96.3,96.0,99.2,115.5,100.8,107.4,105.3
CNC(=O)Oc1ccc(C(C)(C)C)cc1OC(=O)NC,100.3,88.4,95.2,104.4,96.3,93.6,101.9,107.7,103.6
Cc1ccc(S(=O)(=O)N(C)N=O)cc1,105.4,106.8,94.4,96.9,105.0,98.2,109.2,100.4,106.7

# A different layout for part of the listing above.
SMILES	NCI-H23	SK-OV-3	SN12C	IGROV1	OVCAR-4	NCI-H226	OVCAR-3	OVCAR-5	NCI/ADR-RES
CC(C)OC(=O)[C@H](C)NP(=O)(Oc1ccccc1)C1CCCN(O)C1=O (some centres undefined)	89.6	122.0	99.2	90.6	106.7	70.9	99.4	91.7	98.4
COc1ccc(/C=C\c2cc(OC)c(OC)c(OC)c2)cc1N/C=C\C(=O)c1c[nH]c2ccccc12	26.6	12.9	26.1	21.8	.	-0.6*	-9.5*	18.8	0.6*
Oc1ccccc1-c1ccccc1O	114.2	108.4	103.4	99.5	.	99.3	113.3	111.6	113.8
CC(=O)[O][Hg][c]1nc2c(c(=O)n(C)c(=O)n2C)n1C	105.8	115.5	104.4	81.0	95.1	107.7	110.1	116.7	113.5
O=S(=O)(c1ccc(O)cc1)c1ccc(O)cc1	98.8	108.3	101.2	72.3	.	104.8	.	101.9	107.5
CC(=O)OC1CCC2(C)C(=CC(=O)C3C2CCC2(C)C(OC(C)=O)CCC32)C1 (centres undefined)	105.6	108.9	102.1	105.5	112.1	101.9	113.3	121.9	102.0
O=C=Nc1ccc(Br)cc1	100.9	99.1	111.3	112.1	98.5	98.8	105.2	108.6	107.2
O=C(O)COc1ccc(Cl)cc1	86.7	97.1	115.9	115.2	102.7	99.7	108.4	108.0	96.3
CN(C)CC(=O)c1ccc(O)c(O)c1	47.2	104.7	108.0	.	112.1	92.5	123.2	90.6	27.9

# Additional compounds follow:
SMILES,NCI-H23,SK-OV-3,SN12C,IGROV1,OVCAR-4,NCI-H226,OVCAR-3,OVCAR-5,NCI/ADR-RES
CCCCOP(=O)(CCl)OCCCC,101.2,101.0,104.1,110.6,101.0,95.4,108.7,100.5,102.0
CCCOP(=S)(N1CC1C)N1CC1(C)C (centres undefined),105.0,114.1,98.9,126.3,115.6,98.0,109.6,110.4,109.5
c1ccc(NC2=NCCN2)nc1,104.6,100.9,94.0,.,.,106.2,118.9,97.5,109.4
CC(C)=CCc1c2c(c(O)c3c1O[C@]14C(=C[C@@H]5C[C@H]1C(C)(C)O[C@@]4(C/C=C(/C)C(=O)O)C5=O)C3=O)C=CC(C)(C)O2,-45.4*,-38.9*,-26.9*,-55.2*,-63.6*,-2.6*,-93.9*,-80.5*,4.4*
O=C(O)c1cc2ccccc2n1Cc1ccccc1,111.2,106.8,106.5,106.3,112.1,93.7,119.5,108.8,102.2
Cc1cc2ccccc2cc1C,108.6,104.0,117.2,118.9,.,104.1,112.8,119.3,112.3
CCOC(=O)C1=C(N)Oc2c(c(=O)oc3ccccc23)C1c1cc(=O)oc2ccc(Cl)cc12 (centres undefined),96.7,100.4,.,98.6,108.1,86.6,104.4,101.1,105.3
CC(=O)N(CCc1ccccc1)N=O,101.9,99.4,107.9,100.5,106.5,98.4,102.3,108.2,116.6
O=C(Nc1ccc([N+](=O)[O-])c(C(F)(F)F)c1)c1cc(-c2ccc(F)cc2F)ccc1O,94.8,99.0,89.4,95.7,90.9,89.6,113.3,104.7,97.4
C#CCOc1cc2c(cc1CC=C)OCO2,95.2,97.2,99.3,115.3,112.0,98.0,105.6,98.6,100.1
C[C@]12CC[C@H]3[C@@H](CCC4=CC(=O)CC[C@@]43C)[C@@H]1C[C@@H](F)[C@H]2O,103.4,109.9,99.8,99.4,.,113.2,111.8,107.3,111.1
O=C(O)C(Cl)Cc1cnc[nH]1 (centres undefined),102.9,113.0,100.8,108.0,.,102.9,110.7,107.2,113.3
CC1=CC(=O)C2=C(C)CC(O)[C@@H]3[C@H](OC(=O)[C@@H]3C)[C@@H]12 (some centres undefined),97.4,106.2,92.1,97.1,94.1,97.8,111.4,105.4,100.0
C#CC[Se]C(=O)c1ccc2n[se]nc2c1,77.0,95.4,56.3,77.7,74.5,23.0,46.2,75.7,49.5
Cc1c([N+](=O)[O-])cc2c(c1[N+](=O)[O-])C(C)(C)CC2(C)C,119.3,109.8,103.5,104.6,.,107.4,124.6,101.6,106.9
CCN(CC)C(=O)[C@H]1CN(C)[C@@H]2Cc3c[nH]c4cccc(c34)[C@]23C[C@H]13,97.0,100.6,88.1,94.7,110.1,93.2,103.0,98.0,99.8
FCCN(CCF)c1cccc(Cl)c1,110.9,114.6,96.8,90.0,112.6,95.1,105.4,104.3,110.9
O=[N+]([O-])c1ccc(S(=O)(=O)F)c(Cl)c1,97.8,100.6,107.5,105.4,105.3,102.8,111.6,113.4,109.9
OOSSOCc1cccc2ccccc12,102.6,95.0,102.1,112.9,106.3,92.6,100.5,109.6,103.4
COCc1c(CN)cnc(C)c1N,97.6,107.4,92.2,98.5,117.6,87.4,.,101.5,103.5
CC[C@@]1(O)C[C@H](OC2CC(N(C)C)C(OC3CC(O)C(OC4CCC(=O)C(C)O4)C(C)O3)C(C)O2)c2c(cc3c(c2O)C(=O)c2c(O)ccc(O)c2C3=O)[C@H]1C(=O)OC (some centres undefined),-8.9*,33.1,24.3,-49.2*,-36.5*,-55.7*,0.5*,1.6*,11.0
O=C(N/N=C/c1ccc(N(CCCl)CCCl)cc1)c1ccc(C(=O)N/N=C/c2ccc(N(CCCl)CCCl)cc2)cc1,57.6,75.1,49.8,79.0,86.1,88.0,94.5,95.5,102.4
CN(C)C(=O)Nc1ccc(Cl)cc1,110.8,.,98.7,.,111.5,91.6,120.4,108.2,108.0
NNc1n[nH]c(=S)n1N,109.7&104.4&99.7,122.2&111.4&111.7,97.2&104.1&105.1,110.7&114.8&87.9,93.0&115.9&114.0,98.3&100.2&107.0,173.4&107.2&105.5,98.2&104.8&98.1,110.3&101.3&93.2
CCCCCCCCCCCCCCCCCC1OCC(COC(=O)O[C@@H](C(=O)O[C@H]2C[C@@]3(O)[C@@H](OC(=O)c4ccccc4)[C@@H]4[C@]5(OC(C)=O)CO[C@@H]5C[C@H](O)[C@@]4(C)C(=O)[C@H](OC(C)=O)C(=C2C)C3(C)C)[C@@H](NC(=O)c2ccccc2)c2ccccc2)O1 (some centres undefined),40.3,49.5,44.8,47.6,67.4,53.4,15.7,55.5,103.1
CCN(CC)CCOC(=O)C(c1ccccc1)C1(O)CCCCC1 (centres undefined),100.4,106.6,.,121.9,121.0,96.6,110.3,113.4,103.1
COC(=O)[C@@H](C)C[C@H](Cc1ccc2ccccc2c1)NC(=O)c1csc([C@@H](C[C@H](C(C)C)N(C)C(=O)[C@@H](NC(=O)[C@H]2CCCCN2C)C(C)C)OC(C)=O)n1,41.7,56.5,33.5,22.7,53.0,80.2,55.8,77.6,60.3
O=P(Nc1ccccc1)(Nc1ccccc1)N(CCCl)CCCl,102.1,105.6,.,107.8,107.0,105.3,107.6,101.9,105.2
CCn1nccc1NC(=O)C(=O)c1cn(Cc2ccc(F)cc2)c2cccc(OC)c12,95.8,100.3,86.9,3.6*,94.8,75.1,94.0,96.8,90.2
Cc1cccc(C)c1N,102.5,100.6,97.1,107.2,97.4,94.1,108.9,96.3,116.4
C=C1CC[C@H]2C[C@@H]1[C@@]21CO[C@@]2(C=C(C)C(=O)O2)[C@H]1O,107.4,109.1,107.8,112.3,113.7,104.0,100.3,115.6,108.0
Cc1ccc(N)cc1N,94.4,92.1,99.9,99.0,112.9,97.4,103.7,105.3,104.0
Cc1sc2nc(N3CCN(C)CC3)[nH]c(=O)c2c1C,93.0,97.3,95.6,101.6,106.4,86.0,104.3,109.8,98.2
CCOC(=O)N[C@H]1CCc2c(Br)c(OC)c(OC)c(OC)c2-c2ccc(SC)c(=O)cc21,31.2,52.1,24.3,12.1,5.7*,10.3,-29.4*,32.5,11.8
O=C1C=C2c3ccccc3CC(C(=O)O)C2CC1 (centres undefined),104.7&100.7,95.4&98.9,103.1&104.3,111.5&102.3,101.4&107.9,104.8&96.2,113.0&106.8,108.6&109.2,103.7&103.1
COc1cc2c(cc1OC)C13CCN4CC5=CCOC(CC(=O)O)C(C5CC41)C3N2 (centres undefined),104.1,104.6,104.2,99.3,106.2,101.1,116.7,112.2,111.9
CC(=O)O[C@H](C[C@H](C(C)C)N(C)C(=O)[C@@H](NC(=O)[C@H]1CCCN1C)C(C)C)c1nc(C(=O)N[C@@H](Cc2ccccc2)C[C@H](C)C(=O)O)c(C)s1,30.3,6.8*,29.2,30.2,48.2,54.8,-22.9*,36.1,5.9*
CC(C)(C)[C@H](NC(=O)c1cn(Cc2ccccc2F)c2ccccc12)C(N)=O,92.0,105.1,105.8,95.0,106.7,99.9,100.7,107.2,95.4
CCCCOC(=O)CC(C(=O)OCCCC)N1CC1 (centres undefined),101.2,108.6,102.2,103.3,102.1,100.1,111.9,105.2,.
COc1ccc(OC)c(/C=C(/C)[N+](=O)[O-])c1,53.8,125.2,32.3,-24.8*,64.4,94.3,-11.3*,107.6,81.1
